Compound activity as filed in PubChem BioAssay.
ATXN2 expr inh = ATXN2 expression inhibition | HEK-293 ATXN2-luciferase reporter, luminescence, 24 h | Potency, µM (highest dose often 57 µM), inactives show at the highest dose activity change, negative = inhibition, hits mostly inhibitors | actives 0.72% (n = 360,000) | AID 1745845; also: potency is read from the fitted curve at half-maximal effect; % is scaled to controls: 0 for no effect and ±100 for the full control effect; nearly all actives have a fitted effect of over 55% in size
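ATXN2-luciferase reporter cells (luciferase flanked by upstream and downstream ATXN2 gene portions) were treated 24 h at 37 °C with compounds at up to 57 uM. SteadyGlo luminescence gave expression; GF-AFC fluorescence gave viability.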
SW480 rereplic = induces DNA re-replication in SW480 colon adenocarcinoma cells; actives 1.8% (n = 340,000); Potency, µM (highest dose often 46.1 µM), for the others: at the top dose re-replication activation, usual class: activators; SW480 DNA re-replication, Hoechst DNA content imaging, 48 h; also: potency is read from the fitted curve at half-maximal effect; % of control where 0% means no effect; nearly all actives have a fitted effect of over 55% in size
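Hoechst fluorescence of nuclei (405 nm excitation, 500-530 nm emission) measured by plate-scanning imager after 48 hr compound exposure at 37 C; re-replication scored as increased number of nuclei with elevated intensity.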
ATXN viability = cell viability loss in ATXN counter-screen; S2 cells (HEK-293 line with an ATXN2-luciferase reporter) viability, CellTiter-Fluor protease fluorescence, 24 h; Potency, µM (highest dose often 56.7 µM), most hits filed as cytotoxic; actives 0.49% (n = 400,000); also: potency is read from the fitted curve at half-maximal effect; nearly all actives have a fitted effect of over 40% in size
MCF10A rerep = DNA re-replication induction in MCF 10a cells; actives 2.9% (n = 350,000); Potency, µM (highest dose often 46.1 µM), for the others: at the top dose activity, positive = re-replication, usual class: activators; MCF 10A DNA re-replication, Hoechst nuclear intensity, 48 h; also: potency is read from the fitted curve at half-maximal effect; % of control where 0% means no effect; nearly all actives have a fitted effect of over 50% in size
KB-3-1 tox = KB-3-1 parental cell cytotoxicity; KB-3-1 viability, CellTiter-Glo ATP luminescence, 72 h; actives 1.4% (n = 400,000); AID 1347075; Potency, µM (titrated, usually from 46.1 µM), for inactives: at the highest dose activity change, negative = cytotoxic, hits mostly cytotoxic; also: potency is read from the fitted curve at half-maximal effect; % is scaled to controls: 0 for no effect and ±100 for the full control effect; nearly all actives have a fitted effect of over 60% in size
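Luminescent ATP read-out (CellTiter-Glo) measures survival of drug-naive KB-3-1 cells after 72 h compound exposure at 37 °C. Titration series was screened from lowest to highest concentration, with DMSO vehicle plates as background controls.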
HT1080 IDH1KD tx = kills HT-1080 cells with IDH1 knockdown; HT-1080 IDH1 knockdown viability, ATP luminescence, 48 h; Potency, µM (titrated, usually from 46.1 µM), for inactives: at the top dose activity, negative = toxicity, hits mostly cytotoxic; actives 2% (n = 360,000);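 also: potency is read from the fitted curve at half-maximal effect; 0% = DMSO wells and -100% = cell-free medium wells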
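Viability of IDH1-knockdown HT-1080 fibrosarcoma cells was assessed by CellTiter-Glo after 48 h at 37 °C with titrated compound; concentration-effect curves were classified by fit quality and response size.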
KB-V1 cytotox = KB-V1 MDR subline cytotoxicity | KB-V1 MDR cells viability, CellTiter-Glo, 72 h | Potency, µM (series often up to 46.1 µM), for the others: top-dose activity change, negative = cytotoxicity, hits mostly cytotoxic | actives 3.4% (n = 400,000) | AID 1347076; also: potency is read from the fitted curve at half-maximal effect; % is scaled to controls: 0 for no effect and ±100 for the full control effect; nearly all actives have a fitted effect of over 60% in size
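Luminescent ATP read-out (CellTiter-Glo, 10 min) measures survival of drug-selected KB-V1 MDR cells after 72 h, 37 degrees C compound exposure. Medium: phenol-red-free DMEM, 10% FBS. Values from fitted concentration-response curves.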
IL1B secr inh = inhibitors of inflammasome signaling (IL-1 beta secretion); THP-1 LPS/ATP IL-1B secretion, AlphaLISA, 16 h; stronger effect = lower value; activity change, % at 57.5 µM; actives 4.7% (n = 360,000); AID 743279; in the data active = activity change below about -50%; inconclusive = mostly about -30% to -49%; also: % is scaled to controls: 0 for no effect and ±100 for the full control effect
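THP-1 cells pretreated 1 hr with compounds (up to 57.5 uM final), then stimulated with LPS (250 ng/mL final) plus ATP (1.25 mM final); secreted IL-1B measured by AlphaLISA after 16 hr, decreased signal indicating inhibition.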
HT1080NT lethal = kills 2HG-producing HT-1080-NT fibrosarcoma cells. actives 1.6% (n = 360,000). Potency, µM (top dose mostly 46.1 µM), without a hit: at the highest dose activity, negative = less viability, hits mostly cytotoxic. HT-1080-NT fibrosarcoma viability, CellTiter-Glo ATP luminescence, 48 h;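 also: NT is the 2HG producing partner of a matched IDH1 knockdown line; potency is read from the fitted curve at half-maximal effect; 0% = DMSO-treated cells and -100% = media-only wells without cells; nearly all actives have a fitted effect of over 55% in size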
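Compounds were tested in concentration-response format on HT-1080-NT cells for 48 hours at 37 degrees C. Cell viability came from CellTiter-Glo luminescence; curves were classified by r2, response magnitude and activity.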
* marks the source's active call; other numbers are inactive results; i = inactive; ? = inconclusive; / = no result given; & = joins results of further samples; [ ] = dose if it differs, or a comment. Unless noted, calls follow the shape of the dose curve; as a rule, active = well fitted curve in the direction sought with a large enough effect; inconclusive = small, poorly fitted or top-dose-only effect, or another doubt; inactive = no such curve, though single readings can be large; an effect the other way counts as inactive or inconclusive. Rows were taken by chance, and some 11% of all compounds hit somewhere here.

Structure	ATXN2 expr inh	SW480 rereplic	ATXN viability	MCF10A rerep	KB-3-1 tox	HT1080 IDH1KD tx	KB-V1 cytotox	IL1B secr inh	HT1080NT lethal
O=c1[nH]c2ccccc2[nH]c1=O	7%	-5%	i	0%	-1%	6%	0%	0	7%
Cc1ccc(NC(=O)C2SC(=Nc3ccccc3)C(C(=O)Nc3ccc(Cl)cc3)=C2N)cc1 (stereo not drawn)	26%	-8%	i	21µM*	5%	-26%	-3%	-16	-22%
CCn1cc(/C=C(\NC(=O)c2ccc(C)cc2)C(=O)NCCCN2CCOCC2)c2ccccc21	-18%	9%	i	-2%	-2%	-17%	-7%	-11	-15%
CCOc1ncccc1C(=O)OCC(=O)Nc1ccc(C)c(S(=O)(=O)N(C)C)c1	-2%	1%	i	2%	12%	-1%	5%	-2	5%
O=C(O)CC(C(=O)Nc1ccc(Cl)c(Cl)c1)C1CCCO1 (stereo not drawn)	2%	22%	i	5%	6%	12%	-1%	21	0%
CCOC(=O)c1cc2ccccc2nc1C	-7%	-4%	i	14%	6%	-3%	-4%	4	-4%
COc1cc(CCC(=O)Nc2ccncc2Cl)cc(OC)c1OC	2%	-3%	i	-29%	/	3%	/	7	0%
CC(C)CC1Nc2ncnc(N3CCOCC3)c2N(Cc2ccccc2)C1=O (stereo not drawn)	3%&7%	-7%	i	7%	3%&0%	-6%&18%	28%&-15%	29&8	0%&17%
Cc1ccc2nc(NC(=O)[C@H](C)N3C(=O)C4CC=CCC4C3=O)sc2c1 (stereo partly drawn)	33%	3%	i	-1%	-3%	8%	-16%	6	-9%
CCSC1=C(C#N)C(c2ccccc2Cl)C(C(=O)c2cccs2)C(O)(C(F)(F)F)N1 (stereo not drawn)	-1%	0%	i	?	?	?	?	3	?
Cc1cc(C)nc(NS(=O)(=O)c2ccc(NS(=O)(=O)c3ccsc3)cc2)n1	/	-2%	i	3%	-4%	1%	2%	0	0%
CC1Oc2ccccc2N(CC(=O)N2CCCCCC2)C1=O (stereo not drawn)	-7%	-5%	i	4%	-1%	0%	-2%	-1	-8%
C[C@H](NS(=O)(=O)c1ccc(Cl)cc1)C(=O)OCC(=O)NCCc1ccc(S(N)(=O)=O)cc1	0%	-1%	?	-6%	19%	7%	?	3	12%
CCn1c(C)c(C)c2cc(C(=O)NCCCN3CCCCCC3)ccc21	-10%	?	i	24%	2%	-5%	-1%	?	-25%
N#C/C(=C/c1cccc([N+](=O)[O-])c1)C(=O)Nc1ccccc1O	/	?	i	?	-1%	-2%	-18%	-7	-2%
Cc1cc(NC(=O)Cn2cc([N+](=O)[O-])cn2)n(Cc2ccc(F)cc2)n1	-16%	3%	/	1%	0%	7%	-23%	9	9%
CCOC(=O)/C=C/C(=O)Nc1cc(S(=O)(=O)Nc2ccc(OC)cc2)ccc1N1CCOCC1	-18%	16µM*	i	?	0%	-9%	2%	-107*	-14%
CC(=O)Nc1ccc(S(=O)(=O)NC(C)c2nc(-c3ccccc3)no2)cc1 (stereo not drawn)	2%	-10%	i	1%	0%	9%	-8%	-3	-8%
O=C(CCNS(=O)(=O)c1ccccc1F)N1CCN(C(c2ccccc2)c2ccccc2)CC1	-11%	?	?	?	?	-25%	8.2µM*	-5	-22%
c1csc(CN2CCN(Cc3cccs3)C2c2cccs2)c1	-9%	-9%	i	11%	-2%	-1%[9.24 µM]	?	-1	2%
CCCCOc1ccc(C(=O)OCC(=O)c2c(N)n(C)c(=O)n(C)c2=O)cc1	-7%	1%	i	20%	0%	1%	-20%	-6	2%
Cc1ccc(OCc2nc(-c3ccccn3)no2)c(Br)c1	-39%	-17%	i	?	-4%	-2%	-1%	-7	-2%
c1ccc(-c2cc(N3CCOCC3)nc3ccccc23)cc1	-8%	7%	i	29%	0%	?	21µM*	-4	-12%
CCOC(=O)C(=NCCCN1CCOCC1)NNc1cccc(C(F)(F)F)c1	-22%	-4%	i	-3%	2%	?	-4%	?	-25%

Entries listed above shown as hits in SW480 rereplic:
Compound | SW480 rereplic | IL1B secr inh
CCOC(=O)/C=C/C(=O)Nc1cc(S(=O)(=O)Nc2ccc(OC)cc2)ccc1N1CCOCC1 | 16µM* | -107*

Continued:
Structure	ATXN2 expr inh	SW480 rereplic	ATXN viability	MCF10A rerep	KB-3-1 tox	HT1080 IDH1KD tx	KB-V1 cytotox	IL1B secr inh	HT1080NT lethal
COc1ccc(NC(=O)[C@@H](c2ccccc2)N2Cc3ccccc3C2=O)cc1OC	-2%	/	i	/	8%	/	-4%	/	/
CCOC(=O)c1c(S(=O)(=O)N2CCC(C(=O)Nc3ccccc3OC)CC2)c(C)n(CC)c1C	2%	/	i	/	7%	/	?	/	/
CCN(CC)S(=O)(=O)c1ccc(N2Cc3ccccc3C2=N)cc1	/	0%	i	4%	3%	8%	-20%	-23	-1%
CCCCCC(=O)N1C[C@H](n2cc(C3CC3)nn2)[C@@H](O)C[C@@H]1c1ccc(Cl)cc1	-1%	/	?	/	9%	3%	2%	-8	2%
NC(=O)c1cc(-c2ccccc2)nc2ccc(Br)cc12	/	?	/	7%	-2%	15%	-2%	-6	16%
COc1ccc(Cl)cc1NC(=O)CN1CCC(n2nnc3cc(F)ccc32)CC1	-9%	-4%	i	-9%	-7%	18%	-26%	-9	10%
COc1cc2[nH]c(=O)n(Cc3ccc(C(=O)N4CCN(c5ccc(Cl)cc5)CC4)cc3)c(=O)c2cc1OC	-11%	/	i	/	-13%	/	13%	/	/
Cc1ccc(S(=O)(=O)N2CCN(C(=O)COC(=O)C3(C)CC3(Cl)Cl)CC2)c(C)c1 (stereo not drawn)	-4%	-19%	i	-2%	9%	1%	0%	-1	-5%[9.24 µM]

Laid out differently: 4 of the compounds above
Every second line gives: ATXN2 expr inh	SW480 rereplic	ATXN viability	MCF10A rerep	KB-3-1 tox	HT1080 IDH1KD tx	KB-V1 cytotox	IL1B secr inh	HT1080NT lethal
COc1ccc(NC(=O)[C@@H](c2ccccc2)N2Cc3ccccc3C2=O)cc1OC
→ -2%	/	i	/	8%	/	-4%	/	/
CCOC(=O)c1c(S(=O)(=O)N2CCC(C(=O)Nc3ccccc3OC)CC2)c(C)n(CC)c1C
→ 2%	/	i	/	7%	/	?	/	/
CCN(CC)S(=O)(=O)c1ccc(N2Cc3ccccc3C2=N)cc1
→ /	0%	i	4%	3%	8%	-20%	-23	-1%
CCCCCC(=O)N1C[C@H](n2cc(C3CC3)nn2)[C@@H](O)C[C@@H]1c1ccc(Cl)cc1
→ -1%	/	?	/	9%	3%	2%	-8	2%

Remaining list, next part.
Structure	ATXN2 expr inh	SW480 rereplic	ATXN viability	MCF10A rerep	KB-3-1 tox	HT1080 IDH1KD tx	KB-V1 cytotox	IL1B secr inh	HT1080NT lethal
CCCCCNC(=O)c1ccc2c(=O)n(CCCN3CCCC3=O)c(=S)[nH]c2c1	-15%	-17%	i	-2%	-13%	3%	0%	47	-1%
O=C(O)CC(NS(=O)(=O)c1ccc(Br)s1)c1ccccc1 (stereo not drawn)	5%	/	i	/	2%	/	?	/	/
C=C1CCN([C@@H](CC(C)C)C(=O)NCc2ccccc2)S(=O)(=O)c2ccccc21	1%	9%	i	?	-5%	0%	-5%	18	-3%
CCCCCCC(CC(=O)NCc1cccnc1)CC(=O)NCc1cccnc1	-1%	9%	i	-2%	-8%	6%	-23%	-3	1%
CC(C)OC(=O)c1cc2c(ccn2C)n1CC(=O)N(Cc1ccccc1)c1ccc(F)cc1	?	?	?	6.5µM*	0%	21µM*	-3%	0	?
Cc1ccc(-c2csc(NC(=O)Cn3[nH]c(=O)c4ccccc4c3=O)n2)cc1	-10%	12%	i	3.3µM*	-6%	-8%	9%	10	-3%
Cc1nnc(SCC2=C(C(=O)O)N3C(=O)C(NC(=O)c4cccc(F)c4F)C3SC2)s1 (stereo not drawn)	-9%	-5%	i	-2%	12%	5%	?	-16	3%
CCCOC(=O)C1C2C=CC3(CN(c4ccc(Cl)c(F)c4)C(=O)C13)O2 (stereo not drawn)	-3%	1%	i	-1%	-5%	-1%	4%	4	-1%

Three entries out of the list above, ordered by their value in SW480 rereplic, largest number first.
compound | SW480 rereplic | IL1B secr inh
O=C(O)CC(C(=O)Nc1ccc(Cl)c(Cl)c1)C1CCCO1 (stereo not drawn) | 22% | 21
Cc1cc(NC(=O)Cn2cc([N+](=O)[O-])cn2)n(Cc2ccc(F)cc2)n1 | 3% | 9
CC(C)CC1Nc2ncnc(N3CCOCC3)c2N(Cc2ccccc2)C1=O (stereo not drawn) | -7% | 29&8

(list continues)
Structure	ATXN2 expr inh	SW480 rereplic	ATXN viability	MCF10A rerep	KB-3-1 tox	HT1080 IDH1KD tx	KB-V1 cytotox	IL1B secr inh	HT1080NT lethal
O=C(NCc1ccccc1)c1cc(C2CCCCN2S(=O)(=O)Cc2ccccc2)on1 (stereo not drawn)	-3%	/	i	/	0%	4%	-3%	-14	-15%
OCc1ccc(OCCCOc2cccc3cccnc23)cc1	-21%	-24%	i	-9%	-4%	2%	-4%	-1	1%
CCOc1ccc(S(=O)(=O)N(C)CC(=O)NCc2ccccn2)cc1	-18%	-4%	i	-4%	3%	25%	5%	6	15%
O=C(c1ccccc1)c1nccn1-c1ccc(Cl)nn1	2%	13%	i	0%	7%	19%	4%	0	7%
CCOc1ccc(/C(O)=C2\C(=O)C(=O)N(CCN(C)C)C2c2cc(OC)ccc2OC)cc1Cl (stereo not drawn)	0%	7%	i	3%	1%	0%	-13%	-6	-4%
O=C(NCCCN1CCOCC1)c1sc2cc(F)ccc2c1Cl	49%[activator]	-1%	i	0%	?	8%	2%	-12	-7%
COc1nc(OC)nc(Oc2ccc([N+](=O)[O-])cc2Cl)n1	2%	2%	i	0%	11%	17%	3%	-5	12%
Cc1cccc(NC(=S)NNC(=O)c2cc3c(s2)CCC(C)C3)c1C (stereo not drawn)	1%	-4%	i	16µM*	0%	0%	?	55	0%
